MEKK3 PB1 HTS: MEKK3-MEK5 PB1 interaction, increase or decrease; Q99759; bead-based flow cytometry, Alexa488-MEK5 binding to MEKK3; actives lie on both sides; 0 = blocked by unlabeled MEK5, 100 = vehicle; binding response (% of control), % at 10 µM; 290,000 compounds, 1.4% hits; AID 1529;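 active = binding response more than 3 SD above or below the average of its plate-row segment, actives on both sides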;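 note: Alexa488 bead fluorescence after subtracting the streptavidin-only scavenger bead signal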
M18AAP inhibitor: blocks P. falciparum M18 aspartyl aminopeptidase; recombinant PfM18AAP, H-Glu-NHMec fluorogenic cleavage; inhibition, % at 7.35 µM; 290,000 compounds, 1.2% hits;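 active = inhibition above the campaign mean inhibition over all tested compounds plus 3 SD, cut at about 28% in these data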;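 note: 0% = plate median of test compound wells and 100% = 2 mM ZnCl2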
IDE cell inh: inhibits human insulin-degrading enzyme in HEK cells. FAbetaB cleavage, fluorescence polarization. AID 434962. inhibition, % at 5.59 µM. P14735. 320,000 compounds, 0.41% hits;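 active = percent inhibition above the average of all tested compounds plus 3 SD, set per screening campaign, cut at about 16% in these data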;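 note: IDE supplied by intact live HEK cells; FP after avidin binding of uncleaved biotin substrate so inhibition keeps polarization high; 0% = DMSO wells and 100% = 60 µM reference IDE inhibitor Ii1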
IDE act: IDE (human) activation, cell-based; P14735; HEK cells, FAbeta-B cleavage, fluorescence polarization; 0% vehicle, 100% cell-free pure enzyme wells; activation, % at 5.96 µM; 340,000 compounds, 0.073% hits;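 active = activation above the mean of all tested compounds plus 3 SD, set per screening campaign, cut at about 17% in these data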
MEKK2wt PB1 HTS: raises or lowers MEK5 binding to wildtype human MEKK2 PB1 domain | 290,000 compounds, 1.1% hits | bead flow cytometry, Alexa488-MEK5 binding to MEKK2 WT; actives lie on both sides | binding response (% of control), % at 10 µM | Q9Y2U5 | AID 1531; in the data active = binding response below about 67% or above about 130%
pCIP destab: lowers stability of the mouse p/CIP coactivator protein. Q05BA5. F442A p/CIP-EGFP cells, EGFP fluorescence, 16 h. decrease of EGFP signal, % at 10 µM. 290,000 compounds, 0.01% hits;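 active = EGFP signal decrease of at least 30% at 10 µM or well 3 SD below plate mean, unless failing retest; inactive = the rest, including hits failing retest or dose response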; note: some compounds called inactive have numbers as strong as hits; many of its hits are not listed in these tables
Target sequence (Q05BA5 1-1403): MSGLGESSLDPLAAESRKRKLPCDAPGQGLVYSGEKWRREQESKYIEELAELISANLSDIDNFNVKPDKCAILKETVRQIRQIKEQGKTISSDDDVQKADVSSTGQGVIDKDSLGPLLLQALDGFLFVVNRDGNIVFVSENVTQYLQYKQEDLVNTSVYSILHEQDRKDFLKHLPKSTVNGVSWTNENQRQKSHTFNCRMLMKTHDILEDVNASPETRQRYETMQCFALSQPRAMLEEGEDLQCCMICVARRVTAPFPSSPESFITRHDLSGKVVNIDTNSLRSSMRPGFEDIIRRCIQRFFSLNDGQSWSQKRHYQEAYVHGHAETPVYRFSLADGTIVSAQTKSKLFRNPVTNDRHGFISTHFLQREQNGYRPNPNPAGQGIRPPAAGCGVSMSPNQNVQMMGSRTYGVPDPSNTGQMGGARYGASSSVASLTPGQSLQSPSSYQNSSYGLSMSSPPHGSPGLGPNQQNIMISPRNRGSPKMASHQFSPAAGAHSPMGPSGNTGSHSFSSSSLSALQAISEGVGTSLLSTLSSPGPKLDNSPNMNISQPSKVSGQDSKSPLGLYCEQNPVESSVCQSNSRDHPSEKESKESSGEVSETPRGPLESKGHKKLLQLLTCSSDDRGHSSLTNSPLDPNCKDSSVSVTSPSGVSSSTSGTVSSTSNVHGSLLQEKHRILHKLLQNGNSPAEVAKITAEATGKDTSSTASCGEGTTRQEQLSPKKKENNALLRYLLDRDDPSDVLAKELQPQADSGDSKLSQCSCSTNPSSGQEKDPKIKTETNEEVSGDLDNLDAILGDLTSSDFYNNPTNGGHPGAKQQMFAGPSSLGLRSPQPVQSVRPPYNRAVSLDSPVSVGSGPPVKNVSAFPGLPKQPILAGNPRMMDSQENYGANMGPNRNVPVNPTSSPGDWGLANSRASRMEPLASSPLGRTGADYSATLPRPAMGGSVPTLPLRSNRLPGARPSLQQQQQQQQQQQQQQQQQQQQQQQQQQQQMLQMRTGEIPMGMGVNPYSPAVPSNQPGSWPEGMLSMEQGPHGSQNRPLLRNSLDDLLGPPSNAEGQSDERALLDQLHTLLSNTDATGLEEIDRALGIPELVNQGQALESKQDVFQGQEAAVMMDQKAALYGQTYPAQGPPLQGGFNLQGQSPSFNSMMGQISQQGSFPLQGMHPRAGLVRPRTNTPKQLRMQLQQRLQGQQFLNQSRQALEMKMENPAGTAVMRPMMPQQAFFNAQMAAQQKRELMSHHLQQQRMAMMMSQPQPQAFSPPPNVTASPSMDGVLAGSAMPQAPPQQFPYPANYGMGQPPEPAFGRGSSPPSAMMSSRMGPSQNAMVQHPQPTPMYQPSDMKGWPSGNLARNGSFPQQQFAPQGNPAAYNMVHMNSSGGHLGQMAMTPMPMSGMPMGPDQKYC
MEKK2 mut-MEK5: signal of MEK5 binding to mutant human MEKK2 PB1 domain; 290,000 compounds, 0.35% hits; percent response, % at 10 µM; bead flow cytometry, Alexa488-MEK5 binding to MEKK2 mutant; in the data active = percent response above about 24%, passing the limit was not always enough; note: inactives centre near 1; some results filed as inactive read as strong as hits; reference of the scale not given here
UBC9 SUMO inh: blocks human SUMOylation mediated by UBC9. P63279. HTRF SUMOylation assay, SAE1/SAE2 + UBC9, in vitro. inhibition, % at 35 µM. 290,000 compounds, 0.36% hits. AID 2006; in the data active = inhibition above about 50%, passing the limit was not always enough; note: strong numbers were not always called active
NALP1 inh: NALP1 inhibition. inhibition, % at 10 µM. AID 2071. 280,000 compounds, 0.61% hits. S. cerevisiae NALP1/ASC/caspase-1 growth, X-gal OD620, 72 h; in the data active = inhibition mostly above about 24%, no sharp cut-off; inactive = mostly below about 32%; note: some compounds called inactive have numbers as strong as hits
Starred values were filed as active, the others as inactive; x = not tested or not shown; [ ] = remark or other dose. This is a subset; the hit share may differ from the screen's.

| smiles | MEKK3 PB1 HTS | M18AAP inhibitor | IDE cell inh | IDE act | MEKK2wt PB1 HTS | pCIP destab | MEKK2 mut-MEK5 | UBC9 SUMO inh | NALP1 inh |
| --- | --- | --- | --- | --- | --- | --- | --- | --- | --- |
| COc1ccc(C(=O)N2CC(=O)Nc3ccc(C)cc3C2c2ccccc2)cc1 (stereo unspecified) | 101 | -1 | x | 3 | 98 | 2 | -2 | 0 | 11 |
| COc1cc(/C=N/NC(=O)c2cnccn2)ccc1O | 103 | 10 | 8 | 2 | 103 | -6 | 0 | -10 | -8 |
| CNS(=O)(=O)c1cccc(C(=O)NCC2CCCCC2)c1 | 103 | 1 | 0 | -1 | 103 | 7 | 4 | -10 | 9 |
| COc1ccc2c(c1)[nH]c1c(=O)n(CCCn3ccnc3)cnc12 | 105 | 1 | 3 | 1 | 111 | -8 | 8 | 16 | 15 |
| CC(=O)Nc1cccc(-c2nnc(SCC(=O)n3c4c(c5ccccc53)CCCC4)n2C)c1 | 105 | 1 | 2 | -2 | 101 | -10 | 1 | -3 | 13 |
| O=S(=O)(c1cc(Cl)ccc1Cl)N1CCN(Cc2ccco2)CC1 | 105 | 9 | 3 | 0 | 106 | -3 | 7 | 10 | 3 |
| c1ccc(NC2=NCCCCS2)cc1 | 110 | -8 | 2 | 4 | 110 | -2 | 3 | 11 | 7 |
| O=C(Nc1cc(C(F)(F)F)ccc1Cl)c1ccc(NC(=O)C(F)(F)F)cc1 | 93 | -3 | 9 | -9 | 93 | 2 | -3 | -8 | 12 |
| COc1ccc2oc(C(=O)Nc3ccc(S(=O)(=O)N(C)C4CCN(C)CC4)cc3)c(C)c2c1 | 107 | 2 | 0 | 2 | 157* | -15 | 17 | 14 | 15 |
| C=CCn1sc(=N)c(C#N)c1N | 94 | 1 | 0 | 0 | 95 | 1 | 2 | 3 | x |
| COC(=O)CCN(C1CCCCC1)S(=O)(=O)c1ccc(S(=O)(=O)NC2CCCCC2)cc1 | 105 | -8 | -4 | 0 | 103 | -19 | 3 | 10 | 14 |
| CCN(CC)S(=O)(=O)c1ccc(O)c(C(=O)OCC(=O)N2c3ccccc3CC2C)c1 (stereo unspecified) | 102 | 4 | -1 | 2 | 93 | -1 | -3 | -26 | x |
| COc1ccc(-c2noc(CN(C)C(=O)c3ccoc3C)n2)cc1 | 99 | -16 | -1 | 4 | 102 | -12 | 2 | -1 | 26 |
| Cc1cc(CNC(=O)C2(C(F)(F)F)C/C(=C\CCO)CCCO2)nn1C (stereo unspecified) | 108 | x | 5 | 3 | 106 | x | 4 | x | x |
| CCOC(=O)N1CCN(C(=O)CNC(=O)Cn2cnc3ccccc3c2=O)CC1 | 103 | -9 | -1 | 2 | 106 | 6 | 5 | 8 | 1 |
| CCN(CC)c1ccc(/C=N/OCC(=O)Nc2cccc(C)c2)cc1 | 104 | -4 | 4 | 2 | 61*[inhibitor] | -6 | 52 | 0 | 33 |
| Cc1ccc(-c2csc3ncn(Cc4ccc(C(=O)O)cc4)c(=O)c23)cc1C | 111 | -8 | 10 | 2 | 103 | -6 | 3 | 27 | 24 |
| Cc1ccc(-c2nc3ccccc3c(=O)n2-c2c(C)n(C)n(-c3ccccc3)c2=O)cc1 | 96 | 0 | 4 | 4 | 97 | 4 | -8 | 27 | 8 |
| Cc1cc(N2CCN(c3ccccc3)CC2)nc(-n2nc(C)cc2C)n1 | 95 | -4 | 1 | 6 | 94 | 2 | -6 | 3 | -5 |
| COC(=O)c1c(-c2cccnc2)csc1NC(=O)c1cc(C)on1 | 101 | 18 | 4 | -8 | 98 | -11 | 3 | 8 | -31 |
| CCN(CCNC(=O)C1CCC(=O)N1Cc1ccc(C)cc1)c1ccccc1 (stereo unspecified) | 90 | 5 | 0 | 1 | 87 | -9 | -11 | -14 | -5 |
| O=C(CNC(=O)c1ccc(S(=O)(=O)N2CCCC2)cc1)N/N=C/c1ccccc1Cl | 73*[inhibitor] | 2 | 15 | -2 | 69 | 4 | -20 | -19 | 38 |
| Cc1ccc(/C=N/n2c(-c3cccnc3)n[nH]c2=S)s1 | 100 | 19 | -5 | 2 | 98 | 2 | 1 | -1 | 13 |
| CC(C)CC(C(=O)O)N1C(=O)[C@@H]2[C@H](C1=O)[C@@H]1C[C@H]2C(Br)C1Br (stereo partly specified) | 89 | -20 | 9 | -6 | 88 | -5 | -5 | 11 | 8 |
| Cc1c(Cc2ccccc2)c(=O)oc2cc(O)cc(O)c12 | 114 | 7 | -9 | 4 | 107 | -3 | 3 | 15 | 2 |
| Cc1ccc(Cl)cc1N1CCN(S(=O)(=O)c2ccc3[nH]c(=O)ccc3c2)CC1 | 102 | -3 | 3 | -2 | 98 | 4 | -3 | 26 | 10 |
| O=C(NCCN1CCCC(O)C1)c1cc(COc2c(F)cccc2F)on1 (stereo unspecified) | 103 | 1 | -3 | 6 | 102 | -4 | 6 | 2 | 14 |
| O=C(N/N=C/c1ccc(Cl)cc1Cl)c1cccc(N2CCCC2=O)c1 | 100 | -4 | 34* | -8 | 97 | -6 | -3 | 6 | 6 |
| Cc1cc(-c2nnc(CSc3nnc(NC(=O)c4ccc(C(C)(C)C)cc4)s3)o2)ccc1[N+](=O)[O-] | 98 | -5 | 9 | 6 | 101 | 8 | 3 | 19 | x |
| COc1ccccc1/C=C/CN1CCN(Cc2ccc(C)o2)C(CCO)C1 (stereo unspecified) | 99 | -1 | 1 | 3 | 112 | -1 | 14 | 6 | 10 |
| CCOC(=O)N1CCN(C(=O)c2ccc(Cl)c(S(=O)(=O)N3CCCC3)c2)CC1 | 101 | -7 | -4 | 6 | 102 | -12 | 6 | 4 | -2 |
| CCOc1ccc(NC(=O)CSc2nnnn2-c2ccc(C(N)=O)cc2)cc1 | 106 | 4 | 1 | 3 | 102 | 2 | 3 | -1 | 18 |
| CC(O)c1cccc(NC(=O)CCCc2ccccc2)c1 (stereo unspecified) | 98 | -7 | 9 | 5 | 92 | -7 | -11 | 1 | -6 |
| CCOC(=O)Cn1c(C)cc(COC)c(C#N)c1=O | 81 | 4 | 1 | 7 | 87 | -10 | -5 | 5 | -4 |
| CCCC(=O)Oc1ccc(C2NC(=O)c3ccccc3O2)cc1 (stereo unspecified) | 95 | 2 | 1 | -2 | 98 | -12 | 4 | 8 | 5 |
| O=C(O)c1ccccc1NCc1ccsc1 | 101 | 4 | x | -1 | 102 | -5 | 6 | 11 | -15 |
| COc1ccc2ccccc2c1/C=N/NC(=O)c1cc(C)[nH]n1 | 101 | -7 | 0 | 0 | 98 | 9 | 1 | 14 | 8 |
| N#C/C(=C(/O)COC(=O)CSc1ccc2ccccc2c1)c1nc2ccccc2[nH]1 | 104 | 5 | 0 | -2 | 108 | -2 | 22 | 30 | 20 |
| Cc1ccc(/C=C2\SC(=S)N(CCC(=O)NNC(=O)c3cccc(O)c3)C2=O)cc1 | 99 | 6 | 9 | -8 | 94 | -14 | -2 | 28 | 6 |
| C#CCNC(=O)C1=C[C@@H](C2CC2)C[C@@H](OCCCCO)O1 | 98 | x | -5 | 1 | 99 | -6 | -5 | 4 | x |
| Cc1ccc(/C=N/NC(=O)CNC(=O)c2cccs2)cc1 | 105 | 5 | 6 | 0 | 109 | -6 | 7 | 1 | 15 |
| Cc1ccc(NC(=O)COC(=O)c2cc(Cl)ccc2Cl)c(Br)c1 | 102 | -2 | 3 | 3 | 102 | -2 | -1 | -2 | 24 |
| Cc1occc1C(=O)Nc1ccc(Br)cc1F | 92 | -12 | 2 | 0 | 100 | 1 | 2 | 15 | 29 |
| Cc1cccc(N2CCN(C(=S)Nc3ccc4nc5n(c(=O)c4c3)CCCCC5)CC2)c1C | 108 | 0 | -3 | 6 | 102 | -6 | 4 | 3 | 16 |
| CC(NC(=O)C12CC3CC(CC(C3)C1)C2)C(=O)N/N=C/C1=C(N2CCOCC2)C(=C\c2cccc([N+](=O)[O-])c2)/CC1 (stereo unspecified) | 98 | -3 | 2 | 7 | 97 | 0 | -1 | -8 | 17 |
| Cc1cc(C)cc(NC(=O)N2CCNC(=O)C2CC(=O)Nc2cc(Cl)ccc2Cl)c1 (stereo unspecified) | 99 | -9 | 11 | 0 | 103 | -20 | 7 | -4 | 15 |
| Cc1ccc(-n2c(C)cc(C(=S)N3CCOCC3)c2C)cc1C | 109 | -10 | 0 | 2 | 105 | -17 | 5 | 36 | 7 |
| Cn1c(=O)c2cc(S(=O)(=O)N3CCC(c4ccccc4)CC3)ccc2n(C)c1=O | 105 | -1 | -4 | 0 | 109 | 6 | 10 | -4 | -4 |
| O=C(Nc1ccc2c(c1)OCCO2)c1ccc(Br)c(S(=O)(=O)N2CCOCC2)c1 | 104 | 7 | x | 4 | 102 | -10 | 0 | 8 | -7 |
| Cc1cc(C)cc(NC(=O)CCN2CCCC2)c1 | 103 | -4 | 0 | 1 | 106 | 4 | -6 | -27 | -11 |
| CN(C)c1ccc(/C=C/c2c([N+](=O)[O-])c(=O)n(C)c(=O)n2C)cc1 | 99 | 14 | x | 2 | 98 | -6 | -1 | 13 | 16 |
| CC(=O)N1CCN(c2nc(C)nc3sc4c(c23)CCC(C)C4)CC1 (stereo unspecified) | 106 | 1 | 4 | 2 | 109 | -7 | 2 | 17 | 2 |
| CCN(CC)CCCNC(=O)c1cn(C)c2ccc(S(=O)(=O)N(C)C3CCCCC3)cc2c1=O | 100 | 1 | 4 | 7 | 103 | 8 | -3 | 1 | 20 |
| COc1ccc(Cc2noc(CN3CCCN(C4Cc5ccccc5C4)CC3)n2)cc1OC | 109 | 4 | -1 | 4 | 117 | -3 | 16 | 0 | 9 |
| Cc1cc2[nH]c3ccccc3c2cn1 | 106 | 1 | -3 | 4 | 107 | -17 | 3 | 20 | 7 |
| CCCC(=O)Nc1ccccc1NC(=O)CCC | 98 | 3 | 0 | 7 | 101 | -3 | 0 | -14 | 11 |

Additional compounds
| smiles | MEKK3 PB1 HTS | M18AAP inhibitor | IDE cell inh | IDE act | MEKK2wt PB1 HTS | pCIP destab | MEKK2 mut-MEK5 | UBC9 SUMO inh | NALP1 inh |
| --- | --- | --- | --- | --- | --- | --- | --- | --- | --- |
| CC(=O)OCc1c(C)cc(C)c(/C=C(/C#N)C(N)=O)c1C | 93 | 5 | 6 | 7 | 90 | 12 | -9 | -4 | 16 |
| COc1ccc(/C=C(/NC(=O)c2ccccc2)C(=O)NCCN2CCOCC2)cc1OC | 100 | -2 | -1 | 2 | 107 | -1 | 7 | 9 | 6 |
| CCOC(=O)C1CCN(C(=O)CCNC(=O)Cn2cnc3ccccc3c2=O)CC1 | 103 | 4 | 2 | 2 | 109 | 3 | 6 | 7 | 11 |
| CCCN1Cc2cccc(C(=O)NCCc3ccccc3)c2C1=O | 99 | -2 | 1 | 0 | 102 | -10 | 4 | 7 | 9 |
| COc1cc(OC)c(/C=N/NC(=O)c2ccc([N+](=O)[O-])cc2)cc1Br | 95 | 5 | 3 | 7 | 95 | -16 | -6 | -20 | -30 |
| O=C(N/N=C\c1cccc(OC(=O)c2ccco2)c1)c1ccc2c(c1)OCO2 | 102 | 5 | -2 | 3 | 97 | 2 | -2 | -8 | 25 |
| O=C(CSc1cn(CCNC(=O)c2c(F)cccc2F)c2ccccc12)NCC1CCCO1 (stereo unspecified) | 99 | 0 | -1 | 2 | 102 | -1 | 3 | 3 | -1 |
| CC(NC(=O)c1ccc(S(C)(=O)=O)cc1)c1cccc2ccccc12 (stereo unspecified) | 97 | 1 | 0 | 2 | 98 | -15 | 6 | 2 | -15 |

Screens (PubChem BioAssay)
